Screens (PubChem)
DENV2 CPE = inhibitors of DENV2 cytopathic effect, primary screen, cell-based, plate reader, single concentration; actives 1.7% (n = 350,000); DENV2-infected cells, cytopathic effect rescue; CPE inhibition, % at 9.99 µM; in the data active means CPE inhibition above about 20%, passing the limit was not always enough; inconclusive means no clear call, values can overlap the other calls; tested in BHK-21 cells;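 further: 0% = median of neutral control wells and 100% = median of positive control wells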
RAD54 inh = inhibitors of human RAD54 branch migration, primary screen, biochemical, fluorescence, single point; RAD54 Holliday junction branch migration, FAM/BHQ fluorescence; inhibition, % at 10.4 µM; actives 0.14% (n = 360,000); AID 602329, 2012;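 active means mean normalized replicate activity at least 40 and at least half of replicates scoring 40 or more; inconclusive means only one of the two criteria met; inactive means mean below 40 and under half of replicates reaching 40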;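 further: 0% = median of neutral control wells and 100% = median of positive control wells; inhibitors cause a drop in the FAM fluorescence signal; in these data hits start at about 50%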
Casp6 inh = human caspase-6 inhibitors, primary screen, biochemical, VEID-R110 fluorescence, single point, set 2. purified caspase-6, Z-VEID-R110 cleavage fluorescence. P55212. AID 686996, 2013. inhibition, % at 12.5 µM. actives 0.53% (n = 350,000);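 active means mean inhibition across replicates at least about 35%, with every replicate also reaching that limit, limit read from the data; inconclusive means only one of the two criteria met; inactive means neither criterion met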;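 further: 0% = median of neutral control wells and 100% = no fluorescence left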
Xi reactivation = activators of inactive X chromosome reactivation, primary screen, imaging, XiGFP fibroblasts, GFP high-content imaging, set 2; activation, % at 7.58 µM; XiGFP mouse fibroblasts, % GFP-positive cells imaging, 3 d; cells co-treated with 5-aza-dC sensitizer; scaled so ellipticine positive control = 100%; actives 0.055% (n = 360,000);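 active means mean normalized replicate activation at least 10% and every replicate at or above 10%; inconclusive means only one of the two criteria met; inactive means mean below 10% and not all replicates reach 10%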;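 further: 0% = median of on-plate neutral control wells and 100% = ellipticine 6 µM median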
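System: XiGFP fibroblasts, SV40-immortalized. Medium: DMEM plus 5-aza-dC sensitizer. Doses: single point. Timing: 3 d treatment, 15 min room-temperature fixation. Control set: ellipticine 6 µM.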
INS-1E GSIS act = GLuc luminescence reporter in INS-1E cells, primary screen for activators of glucose-dependent secretion of insulin; INS-1E GLuc reporter insulin secretion, 2-3 h; activation, % at 16.6 µM; actives 0.61% (n = 370,000);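 active means lowest replicate activation of at least 40%, so every replicate reaches that level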;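 further: 0% = median of neutral control wells and 100% = median of IBMX positive control wells; some compounds called inactive have numbers as strong as hits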
E-sel inducer = E-selectin induction in HUVECs, primary screen, imaging, HUVEC, immunofluorescence imaging, single point | actives 0.37% (n = 260,000) | AID 686992, 2013 | P16581 | activation, % at 7.58 µM | normalized: neutral wells 0, TNF-alpha wells 100;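 active means mean E-selectin-positive cell signal at least 10% of the positive control, reached in at least 60% of replicates, without over 20% cell loss; inconclusive means no rule given, readout overlaps actives, possibly toxicity-flagged; inactive means the rest, including those meeting only one limit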;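 further: in these data hits start at about 27%; measured in HUVEC primary endothelial cells; signal is the percent of cells scored E-selectin positive by PE staining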
Target sequence (P16581 whole entry, looked up): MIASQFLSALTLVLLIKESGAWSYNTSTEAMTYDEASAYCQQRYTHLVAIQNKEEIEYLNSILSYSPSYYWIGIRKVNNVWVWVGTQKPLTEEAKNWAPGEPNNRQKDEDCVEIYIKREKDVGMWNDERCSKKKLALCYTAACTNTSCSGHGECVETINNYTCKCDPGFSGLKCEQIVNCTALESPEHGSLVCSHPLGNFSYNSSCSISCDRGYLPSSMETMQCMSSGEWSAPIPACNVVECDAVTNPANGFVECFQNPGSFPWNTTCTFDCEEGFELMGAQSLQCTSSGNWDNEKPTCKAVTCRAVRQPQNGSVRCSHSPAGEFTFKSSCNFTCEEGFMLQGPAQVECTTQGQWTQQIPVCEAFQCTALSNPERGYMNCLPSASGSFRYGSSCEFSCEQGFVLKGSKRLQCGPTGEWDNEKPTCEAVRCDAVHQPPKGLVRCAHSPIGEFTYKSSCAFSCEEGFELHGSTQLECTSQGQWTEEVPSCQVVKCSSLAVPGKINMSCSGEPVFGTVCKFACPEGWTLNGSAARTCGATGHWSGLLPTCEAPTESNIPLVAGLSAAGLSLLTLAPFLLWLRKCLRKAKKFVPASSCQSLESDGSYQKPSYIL
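Material: HUVEC primary endothelial cells; Amount: 3,000 cells per well; Dosing: single concentration; Medium: EGM-2 growth medium on 0.1% gelatin-coated wells; Read-out basis: percent E-selectin-positive cells; Signal: immunofluorescence imaging; Control set: TNF-alpha, DMSO.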
CFTR F508del cor = F508del CFTR correction, initial screen, CFBE line, single point | AID 720511, 2013 | CFBE cells, YFP halide quenching; stimulated with forskolin plus potentiator P3; % fluorescence drop versus neutral controls | actives 0.36% (n = 350,000) | activity (quench increase), % at 7.58 µM;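 active means mean added fluorescence quench of at least 8% versus neutral control, with both replicates also reaching 8%; inconclusive means only one of the mean or replicate conditions met; inactive means mean below 8% and not both replicates reaching 8%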;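 further: cells transiently co-express mutant CFTR-F508del with the halide-sensitive YFP; corrector assay measuring rescue of mutant channel to the surface after 24 h compound exposure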
RAD52 inh = RAD52 DNA annealing inhibitors, primary screen, biochemical, FRET, single point, set 2; recombinant RAD52 DNA annealing, FRET fluorescence; inhibition, % at 18.7 µM; actives 0.46% (n = 360,000);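 active means every replicate showing at least 50% inhibition; inconclusive means mean inhibition at least 50% but not in every replicate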
Target sequence (P43351 whole entry, looked up): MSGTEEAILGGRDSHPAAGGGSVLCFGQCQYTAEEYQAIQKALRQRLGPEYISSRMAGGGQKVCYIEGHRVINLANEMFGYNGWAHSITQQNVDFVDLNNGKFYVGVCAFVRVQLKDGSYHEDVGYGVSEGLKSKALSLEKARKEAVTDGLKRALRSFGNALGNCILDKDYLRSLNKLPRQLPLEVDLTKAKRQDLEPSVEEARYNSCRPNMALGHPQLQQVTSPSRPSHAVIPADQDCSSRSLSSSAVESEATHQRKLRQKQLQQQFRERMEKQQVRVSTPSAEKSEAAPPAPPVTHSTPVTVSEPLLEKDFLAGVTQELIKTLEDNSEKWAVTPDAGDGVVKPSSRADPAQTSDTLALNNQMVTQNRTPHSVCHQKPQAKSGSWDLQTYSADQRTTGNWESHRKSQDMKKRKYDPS
* marks the source's active call; other numbers are inactive results; i = inactive; ? = inconclusive; / = not tested or not shown; & = joins results of further samples.

SMILES | DENV2 CPE | RAD54 inh | Casp6 inh | Xi reactivation | INS-1E GSIS act | E-sel inducer | CFTR F508del cor | RAD52 inh
COc1ccc(-c2cc(C(=O)O)[nH]n2)cc1OC | / | -1 | 0 | / | 0 | -1.5 | / | -9
O=C(CC1C[C@H](C(=O)N2CCCCC2)[C@@]2(CCc3ccccc3)c3[nH]c4ccccc4c3CCN2C1=O)NCCC1=CCCCC1 (stereo not given in full) | -1 | 4 | 2 | 0.5 | 5 | 0.2 | -3.3 | -6
Cc1ccc2nc(SCC(=O)Nc3cccc(S(=O)(=O)NC4=NCCCCC4)c3)[nH]c2c1 | 2 | / | 0 | -0.2 | -8 | / | -1.3 | -12
COc1cccc(N2CC(C(=O)Nc3ccc(F)cc3)CC2=O)c1 (stereo not given) | 27* | 4 | 0 | -0.1 | -17 | 0.0 | 2.5 | 2
O=[N+]([O-])c1ccc(OCCCCN2CCCCC2)cc1 | / | 11 | / | -0.2 | 20 | 0.0 | / | /
CC1=C(C(=O)Nc2ccccc2C(=O)NC2CCC(C)CC2)SCCO1 (stereo not given) | -3 | -6 | 0 | 0.0 | 5 | 9.6 | 0.1 | -13
O=C(C[C@@H]1CC[C@@H](NC(=O)C2CCOCC2)[C@@H](CO)O1)Nc1ccccc1 | 0 | / | 0 | -0.1 | 7 | 0.5 | 0.6 | -2
CCN1CCN(c2cc(C)c3cc(NC(=O)c4cccc(OC)c4)ccc3n2)CC1 | 6 | 2 | -13 | 0.3 | / | 0.1 | 0.2 | 34
CCc1oc2ccccc2c1C(=O)c1cc(Br)c(O)c(Br)c1 | -3 | 9&-15 | 2 | -0.1 | / | 0.4 | -4.3 | 2
COc1ccc(C(=O)C2CCCN(C(=O)C3=CCCC3)C2)cc1OC (stereo not given) | 11 | / | 0 | 0.0 | 21 | 0.2 | -0.1 | -14
O=[N+]([O-])c1ccccc1Oc1ccc(Cl)c2cccnc12 | 5 | / | 1 | 0.1 | 42 | 6.0 | -0.7 | -20
CCCCCCSc1cc(-c2nc3cc(C)ccn3c2NC2CCCCC2)ccc1OC | -4 | -7 | 2 | 0.0 | 34 | / | -0.1 | i
CCN(CC)C(=O)CSc1nc(N)c(-c2ccccc2)c(=O)[nH]1 | 0 | / | 2 | 0.0 | 6 | / | 1.4 | -11
Cn1c(SCC(=O)NC2CCCC2)nnc1-c1ccco1 | -4 | -1 | -2 | 0.0 | 8 | 0.0 | 2.9 | -3
C=CCn1c(SCC(=O)N(CCC)C2CCS(=O)(=O)C2)nnc1-c1ccccc1OC (stereo not given) | -2 | -2 | -225 | 0.0 | -3 | / | -3.4 | -6
CN(C)c1cccc(Oc2nc3c(c(=O)n(C)c(=O)n3C)n2C)c1 | -4 | 2 | -1 | 0.0 | 1 | 1.3 | 1.8 | -10
CN(C)C(=O)c1cn(CCC#N)nc1-c1ccc2ccccc2c1 | 3 | -2 | -1 | 0.0 | -8 | 1.0 | 3.7 | -7
Cc1cc(OCc2nc3ccccc3s2)ccc1N | -4 | / | -1 | 0.2 | / | / | -3.5 | -14
C[C@H]1CN([C@@H](C)CO)C(=O)c2cccc(NC(=O)C3CCCCC3)c2O[C@H]1CN(C)S(=O)(=O)c1ccc(Cl)cc1 | / | / | / | -0.1 | -29 | 6.3 | -2.5 | /
COc1ccc(CC(=O)NC(C)C2COc3ccccc3O2)cc1OC (stereo not given) | -12 | / | 1 | 0.0 | 7 | 0.5 | -1.9 | -3

3 entries out of the list above, arranged by the value under INS-1E GSIS act, lowest first:
mol	INS-1E GSIS act
C[C@H]1CN([C@@H](C)CO)C(=O)c2cccc(NC(=O)C3CCCCC3)c2O[C@H]1CN(C)S(=O)(=O)c1ccc(Cl)cc1	-29
CN(C)c1cccc(Oc2nc3c(c(=O)n(C)c(=O)n3C)n2C)c1	1
Cn1c(SCC(=O)NC2CCCC2)nnc1-c1ccco1	8

Further entries
SMILES | DENV2 CPE | RAD54 inh | Casp6 inh | Xi reactivation | INS-1E GSIS act | E-sel inducer | CFTR F508del cor | RAD52 inh
O=S(=O)(Nc1ncccn1)c1ccc(NC(=S)NCc2ccco2)cc1 | 6 | / | 0 | 0.0 | -4 | / | 2.8 | 0
COc1ccc(CN(C)C[C@@H]2Oc3c(NS(=O)(=O)c4ccc(Cl)cc4)cccc3C(=O)N([C@H](C)CO)C[C@@H]2C)cc1 | -1 | 1 | 1 | 0.2 | -13 | 4.9 | 1.7 | 12
CC(C)CC#Cc1ccc2c(c1)O[C@@H](CN(C)Cc1ccc3c(c1)OCO3)[C@@H](C)CN([C@@H](C)CO)S2(=O)=O | -2 | 3 | -2 | -0.2 | -15 | 2.3 | 3.9 | 27
C[C@@H]1CN([C@H](C)CO)C(=O)Cc2cc(NS(=O)(=O)c3cn(C)cn3)ccc2O[C@@H]1CN(C)C(=O)Nc1ccc(F)cc1 | 5 | -8 | 2 | 0.1 | 17 | 18 | -4.2 | 16
CCCn1c(CCC(=O)O)ccc1-c1ccccc1 | -2 | / | 2 | 0.0 | -1 | / | -3.1 | -16
CN1C(=S)SC(C)(C)C1N(O)C(=O)Nc1ccc(Cl)cc1 (stereo not given) | 5 | / | 1 | 0.0 | -44 | -0.9 | 0.0 | -9
O=C(Nc1ccc(F)cc1F)c1c(C(F)(F)F)ccnc1Oc1ccccc1 | 5 | 0 | 5 | 0.0 | / | 0.1 | -5.1 | -2
Cn1c(CN2CCCC2)nc2cc(NC(=O)c3ccc(Cl)cc3)ccc21 | 0 | -12 | -6 | 0.0 | 2 | 0.5 | 0.0 | -4
COc1cccc(/C=N/Nc2ncc(C)c(=O)[nH]2)c1OC | 1 | -4 | 1 | 0.1 | 18 | 0.3 | 1.8 | -7
COc1ccc(-n2nnnc2SCC(=O)Nc2c(C)n[nH]c2C)cc1 | 16 | -4 | 0 | 0.2 | 4 | 0.0 | -0.9 | -3
C[C@@H]1CN([C@@H](C)CO)C(=O)c2cc(C#CC3(O)CCCC3)cnc2O[C@H]1CN(C)C(=O)C1CCC1 | 15 | -5 | -2 | -0.9 | -1 | 0.1 | -2.7 | 7
CCCCN1CC(COCc2ccccc2)Oc2cccc(Oc3ccc(F)cc3)c2S1(=O)=O (stereo not given) | 14 | 1 | -1 | 0.1 | 6 | 0.0 | 1.4 | -8
O=c1c2cn(Cc3ccc(F)cc3)c3ccccc3c-2nn1Cc1ccc(F)cc1 | 0 | 0 | -1 | 0.0 | 28 | 0.2 | -0.6 | -4
CN(C)C(=S)NC1CCS(=O)(=O)C1 (stereo not given) | 5 | / | -1 | 0.0 | 29 | / | -0.6 | -6
Cc1cc(C)cc(N(CCC#N)C(=O)COC(=O)C2CCN(c3ccc(C(F)(F)F)cn3)CC2)c1 | -8 | 5 | 2 | -0.1 | -54 | 0.4 | -4.8 | -19
COc1cc(NC(=O)COc2ccc([N+](=O)[O-])cc2)ccc1NC(=O)c1ccco1 | -2 | 10 | 0 | 0.2 | / | -0.1 | 0.7 | -11
CC(C)CCNC(=O)COC(=O)c1cc(Br)c(Br)s1 | 4 | / | 0 | 0.0 | 8 | -0.6 | -2.5 | -11
Cc1cccc(C)c1NC(=O)C1C2C=CC(C2)C1C(=O)NCc1ccccn1 (stereo not given) | -4 | / | 0 | / | 15 | / | -1.0 | -8
COc1ccc(N/C(N)=N/c2nc(C)cc(C)n2)cc1 | ? | 6 | 0 | 0.1 | 20 | 0.0 | 0.4 | -3
C[C@@H]1CCCCO[C@@H](CN(C)C(=O)Nc2ccc(C(F)(F)F)cc2)[C@H](C)CN([C@@H](C)CO)C(=O)c2cc(NC(=O)c3ccncc3)ccc2O1 | 76* | 0 | 2 | 0.3 | 3 | -0.1 | 0.2 | -39
CCOCCCNC(=O)Cn1ncc2c(=O)oc3ccccc3c21 | 1 | -8 | -2 | 0.0 | 2 | / | 0.9 | -13
N#Cc1ncc(Cc2ccccc2)nc1C#N | -4 | -7 | 3 | 0.4 | -11 | / | 2.9 | -7
O=C(NCCCc1ccccc1)c1cccs1 | / | -12 | 1 | / | 8 | / | 0.4 | 0
C[C@@H]1CN([C@H](C)CO)C(=O)c2cccc(NS(=O)(=O)c3cccs3)c2O[C@H]1CN(C)C(=O)Nc1ccc2c(c1)OCO2 | -3 | 6 | 2 | 0.0 | 12 | 9.9 | -5.0 | 4
COc1ccc(OC)c(NC(=O)CSc2nnc(Cc3cccn3C)n2-c2ccc(F)cc2)c1 | -3 | -4 | 0 | 0.5 | -9 | / | 2.8 | -40
O=C(Nc1ccc(F)cc1)N[C@H]1CC[C@@H](CC(=O)N2CCCCC2)O[C@H]1CO | 6 | -14 | 1 | -0.4 | -8 | 0.0 | -0.4 | 13
O=C(NCc1cccs1)c1ccc(CS(=O)Cc2ccccc2Cl)o1 (stereo not given) | -6 | 15 | -3 | 0.0 | 9 | 0.4 | 1.5 | -5
O=C(c1cccc(C(F)(F)F)c1)C1CCCN(Cc2cccn2-c2ccccn2)C1 (stereo not given) | -8 | 6 | 0 | 0.2 | 2 | / | 0.9 | -5
O=S(=O)(Cc1ccccc1)NCC[C@H]1CC[C@@H](NS(=O)(=O)c2ccccc2)[C@@H](CO)O1 | -2 | -5 | -1 | -0.7 | 3 | -0.3 | 0.7 | -12
OC1=C(O)c2nc3cc(C(F)(F)F)ccc3nc21 | -4 | -1 | 1 | -0.1 | / | / | -0.4 | -22
COc1ccc(S(=O)(=O)N(C)C[C@@H]2OCCCC[C@H](C)Oc3ccc(NC(=O)NC4CCCCC4)cc3C(=O)N([C@H](C)CO)C[C@H]2C)cc1 | -10 | 3 | 0 | -0.1 | -49 | / | -0.3 | -21
Cc1cccc(Nc2nnc(SCC(=O)Nc3cccc(S(=O)(=O)N4CCCCC4)c3)s2)c1 | / | -5 | / | 0.0 | -7 | -0.1 | / | /
C[C@H](CO)N1C[C@H](C)[C@H](CN(C)C(=O)CN2CCOCC2)Oc2cc(/C=C/c3ccccc3)ccc2S1(=O)=O | ? | -6 | -1 | -1.0 | 0 | 1.6 | 2.4 | 4
COc1ccc(OCC(=O)Nc2cc(S(=O)(=O)N3CCCC3)ccc2OCC(F)(F)F)cc1 | -7 | -8 | -2 | 0.1 | 3 | -0.5 | -3.2 | -8
COC(=O)[C@H]1[C@H](CO)[C@H]2Cn3c(ccc(-c4ccccc4)c3=O)[C@H]2N1CC1CCCCC1 | 45* | -3 | -3 | 0.4 | -14 | -0.5 | -1.7 | -24
CCCC1=C/C(=C/c2ccc(-c3ccccc3OC)o2)C(=O)O1 | 2 | -14 | 7 | 0.1 | -38 | / | 0.7 | -43
CCOc1cc(C2NC(=O)N(C)C(C)=C2[N+](=O)[O-])ccc1OC(C)=O (stereo not given) | 1 | / | 1 | -0.3 | -10 | 1.5 | 0.1 | -8
